Hck Nef HTS – inhibitors of Nef-activated human Hck kinase, primary screen, biochemical, Z-Lyte FRET, 384-well, Hck-YEEI | Tyrosine-protein kinase HCK (Homo sapiens), P08631 | Recombinant Hck-YEEI plus Nef, Z-Lyte FRET kinase assay | inhibition, % at 20 µM | hit rate 0.68% among 220,000 | AID 463187, 2010;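 active = Hck-Nef kinase inhibition above about 50%, limit read from the data; inactive = inhibition below that limit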;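 also: 0% = DMSO with Hck plus Nef and 100% = Hck alone without Nef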
FXIIa inh 1536 – human FXIIa protease inhibitors, primary screen, biochemical, 1536-well. Coagulation factor XII (Homo sapiens), P00748. purified FXIIa, Boc-QGR-AMC fluorogenic substrate, 2 h. inhibition, % at 5 µM. hit rate 0.3% among 220,000. AID 800, 2007; in the data active = inhibition above about 40%;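 also: 0% = enzyme with no compound and 100% = blank without enzyme; many of its hits are not listed in these tables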
FXIa inh 1536 – human FXIa protease inhibitors, primary screen, biochemical, 1536-well. hit rate 0.14% among 220,000. purified FXIa, Boc-Glu-Ala-Arg-AMC fluorogenic substrate. Coagulation factor XI (Homo sapiens), P03951. inhibition, % at 5 µM;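 active = inhibition of at least 40%; inactive = inhibition below 40%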;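 also: fluorescence of freed AMC excited at 355 nm; 0% = enzyme without compound and 100% = no enzyme blank; many of its hits are not listed in these tables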
Target sequence (P03951 19-387 limits assumed): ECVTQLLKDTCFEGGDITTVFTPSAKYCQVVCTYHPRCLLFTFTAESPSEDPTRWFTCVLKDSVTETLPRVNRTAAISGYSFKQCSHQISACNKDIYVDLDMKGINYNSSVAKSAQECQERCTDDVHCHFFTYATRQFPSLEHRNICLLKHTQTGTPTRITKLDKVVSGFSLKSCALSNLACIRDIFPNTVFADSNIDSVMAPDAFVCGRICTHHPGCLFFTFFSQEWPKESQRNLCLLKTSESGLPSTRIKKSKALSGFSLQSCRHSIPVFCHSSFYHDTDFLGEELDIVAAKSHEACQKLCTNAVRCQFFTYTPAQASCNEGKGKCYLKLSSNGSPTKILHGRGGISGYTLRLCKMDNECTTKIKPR
Target sequence (P03951 388-625 limits assumed): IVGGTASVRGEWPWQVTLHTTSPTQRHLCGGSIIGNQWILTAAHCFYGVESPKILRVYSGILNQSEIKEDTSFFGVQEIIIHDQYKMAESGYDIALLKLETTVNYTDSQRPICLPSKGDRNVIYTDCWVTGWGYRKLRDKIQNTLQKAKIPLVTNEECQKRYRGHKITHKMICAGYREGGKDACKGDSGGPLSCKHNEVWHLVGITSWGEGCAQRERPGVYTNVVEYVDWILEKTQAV
Runt-SMMHC FRET – inhibitors of RUNX1 Runt–CBFb-SMMHC binding, primary screen, biochemical, FRET, Cerulean-Runt, Venus-CBFb-SMMHC, uHTS; Runt-related transcription factor 1 (Homo sapiens) + Core-binding factor subunit beta …; Cerulean-Runt/Venus-CBFb-SMMHC FRET ratio 530/480, 1 h; inhibition, % at 20 µM; hit rate 0.74% among 220,000; AID 1434, 2008;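 active = mean inhibition across duplicate retests at 20 µM reaching about 50%, limit read from the data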;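 also: 0% = DMSO wells and 100% = wells with excess untagged CBFb-SMMHC; inhibitors lower the FRET ratio by blocking Runt binding to CBFb-SMMHC; some results filed as inactive read as strong as hits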
thrombin 1536 – human alpha-thrombin inhibitors, primary screen, counter-screen for coagulation protease inhibitor project, biochemical, 1536-well, fluorogenic AMC substrate; Prothrombin (Homo sapiens), P00734; Boc-VPR-AMC fluorogenic substrate cleavage; inhibition, % at 5 µM; hit rate 0.26% among 220,000;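 active = inhibition at or above 40%; inactive = inhibition below 40%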;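 also: 0% = enzyme with no compound and 100% = wells without enzyme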
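System: Human alpha-thrombin protein | Medium: pH 7.5 Tris (50 mM) with NaCl 150 mM, Tween 20 0.05% | Times: Enzyme reaction carried out at room temperature | Detection: AMC fluorescence, 355/460 nm | Evaluation: Percent inhibition scaled between no-compound controls and no-enzyme blanks | Benchmarks: Enzyme without compound as high, wells lacking enzyme as low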
Runt-CBFb FRET – inhibitors of RUNX1 Runt–CBFb binding, primary screen, biochemical, FRET, Cerulean-Runt, Venus-CBFb, uHTS; Runt-related transcription factor 1 (Homo sapiens) + Core-binding factor subunit beta …; Cerulean-Runt/Venus-CBFb FRET ratio 530/480, 1 h; inhibition, % at 20 µM; hit rate 0.46% among 220,000;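 active = inhibition over about 50% at 20 µM in the single-dose screen, limit read from the data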;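 also: 0% = DMSO wells and 100% = excess unlabeled CBFb competitor control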
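Doses: 20 µM compound in 1% DMSO | Material: Cerulean-labeled Runt domain protein | Amount: Each fluorescent fusion protein 100 nM | Schedule: Two 1 h room-temperature incubations shielded from light | Measured by: FRET fluorescence | Evaluation: Loss of energy transfer signal | Controls: Unlabeled CBFb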
14-3-3 Bad inh – inhibitors of 14-3-3 zeta/Bad binding, primary screen, biochemical, TR-FRET, bovine 14-3-3 zeta; 14-3-3 protein zeta/delta (Bos taurus), P63103; TR-FRET 14-3-3zeta/Dy647-pBad peptide displacement, 1 h; inhibition, % at 21.7 µM; hit rate 0.71% among 220,000; AID 781, 2007;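 active = inhibition above about 70%, limit read from the data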;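 also: 0% = full 14-3-3 plus peptide FRET controls and 100% = background without 14-3-3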
KLK5 inh – human KLK5 protease inhibitors, primary screen, biochemical, 1536-well | Kallikrein-5 (Homo sapiens), Q9Y337 | recombinant hK5, fluorogenic AMC substrate cleavage | inhibition, % at 5 µM | hit rate 0.59% among 210,000;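 active = inhibition of 40% or more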;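 also: 0% = enzyme controls without compound and 100% = no-enzyme blanks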
Target sequence (Q9Y337 67-293 limits assumed): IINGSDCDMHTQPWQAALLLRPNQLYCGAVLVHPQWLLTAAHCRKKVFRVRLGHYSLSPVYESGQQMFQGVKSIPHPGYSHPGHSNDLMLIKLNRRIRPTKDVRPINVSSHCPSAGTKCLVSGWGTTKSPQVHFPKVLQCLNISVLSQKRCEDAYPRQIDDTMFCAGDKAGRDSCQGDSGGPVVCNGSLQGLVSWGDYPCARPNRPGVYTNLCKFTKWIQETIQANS
Wee1 stabilizer – Wee1 degradation inhibitors, primary screen, cell-based, HeLa, Wee1K328M-luciferase, luminescence; HeLa Luc-Wee1K328M stability; 100% = proteasome inhibitor MG132 effect; reporter increase, % at 5 µM; hit rate 1.2% among 220,000; AID 1321, 2008;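 active = activation above the mean of all tested compounds plus 3 SD, set per screening run, cut at about 8.8% in these data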;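 also: cells exposed to compound for 20 h before luminescence read; 0% = DMSO alone and 100% = MG132 at 30 µM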
Active calls of the source: *; · = not tested or not shown; [ ] = another dose, or the depositor's remark.

SMILES	Hck Nef HTS	FXIIa inh 1536	FXIa inh 1536	Runt-SMMHC FRET	thrombin 1536	Runt-CBFb FRET	14-3-3 Bad inh	KLK5 inh	Wee1 stabilizer
Cc1cc(C(=O)NCC(=O)OCC(=O)N(C2CCCCC2)C2CCCCC2)ccc1[N+](=O)[O-]	6.1	3.5	-0.6	-66.8	-6.7	-3.4	0.5	-12.9	-3.2
Cc1ccc(C)c(S(=O)(=O)N2CCN(CC(=O)Nc3ccc([N+](=O)[O-])cc3)CC2)c1	-1.8	20.3	-2.4	4.1	-6.2	-0.2	-9.8[fluorescence artefact?]	-8.9	2.5
Cc1cc(NC(=O)Cn2c(=O)c3c(ncn3CC(C)C)n(Cc3ccccc3)c2=O)no1	-3.7	26.6	21.8	0.3	-0.2	-0.8	-3.1[fluorescence artefact?]	-3.9	0.4
Cc1cc(N2CCC(C(=O)N3CCN(c4cccc(C)c4C)CC3)CC2)n2ncnc2n1	0.4	15.3	4.0	-8.6	-4.7	-1.4	11.4[fluorescence artefact?]	0.0	-0.9
Cc1ccn2cc(CNS(=O)(=O)c3ccc4c(c3)OCCO4)nc2c1	0.9	10.0	-2.3	-2.7	-8.1	2.0	-5.3[fluorescence artefact?]	-19.6	4.4
Cc1ccn2c(Nc3ccccc3C)c(-c3ccccn3)nc2c1	21.5	6.0	-0.7	4.7	-17.7	-4.9	-23.5	-5.7	4.5
CN(C)c1nc(NCc2ccccc2)nc(N/N=C/c2ccc3c(c2)OCO3)n1	-21.1	9.9	2.5	2.8	-3.2	-0.5	0.8	-2.9	-0.5
O=C(Oc1c(-c2ccco2)oc2ccccc2c1=O)c1cccnc1	-13.4	7.3	7.3	92.5*	0.7	18.9	-16.4	-0.9	-2.8
CC(C)CC(NC(N)=O)C(=O)Nc1cccc([N+](=O)[O-])c1 (stereo not drawn)	15.6	-1.4	-1.2	-1.9	-9.8	-1.9	-4.3	-6.3	3.5
Cc1cc(NC(=O)C2C3C(=O)N(Cc4ccc(Cl)cc4)C(C(=O)NCc4ccccc4)C34C=CC2(C)O4)no1 (stereo not drawn)	-0.4	0.3	-7.7	1.8	-6.4	-1.8	0.1	-8.2	0.2
Cc1ccc(OCC(=O)NCc2ccccn2)c(Br)c1	2.6	17.5	9.6	-0.3	0.6	-1.0	0.8	-29.7	0.2
COc1ccc(/C=C(\C#N)C(=O)Nc2cccc3ncccc23)cc1OC	32.0	8.1	-3.4	60.1*	-7.8	69.2*	-1.3	-2.1	-3.4
CCc1ccc2c(c1)C(c1ccc([N+](=O)[O-])cc1)=NNC(c1ccc(C)cc1)=N2	1.3	3.8	9.3	2.9	-8.5	2.3	-5.4	-10.5	2.6
C=CCn1c(SCc2nc(N)nc(N3CCCCC3)n2)nnc1-c1ccco1	0.0	-3.0	-0.6	1.0	-2.5	4.5	0.5	13.1	-3.3
COc1cc(S(=O)(=O)N2CCN(c3ccccc3F)CC2)c(OC)cc1Cl	-9.9	3.8	-4.9	-0.4	-1.9	-2.2	1.9	-3.7	0.2
Cc1cccc(N2CCN(C(=O)CN3C(=O)C4CC=CCC4C3=O)CC2)c1C (stereo not drawn)	23.0	3.8	4.8	1.4	1.4	-1.1	6.9	1.1	3.2
O=C(CNCc1cccc2ccccc12)Nc1ccccc1[N+](=O)[O-]	-11.6	2.6	-3.6	-0.4	-6.1	-2.2	-1.4	-4.2	-0.5
Clc1ccc(/C=N/Nc2ccccn2)cc1	12.8	-1.8	-2.1	0.8	-8.0	-2.4	-5.3	-4.8	0.3
N#CC1=C(N)NC(SCc2ccc(Br)cc2)=C(C#N)C12CCCCC2	5.2	16.1	10.7	1.1	2.8	-1.9	-19.4	-8.8	1.1
CCC(=O)Oc1ccc(C/C(=N\O)c2ccc(O)cc2O)o1	2.3	24.7	19.2	-1.7	-3.6	5.5	8.1[fluorescence artefact?]	2.5	0.5
Brc1ccc(-c2cnco2)cc1	4.0	10.3	6.0	0.6	1.9	1.4	-8.2	·	1.6
O=C1c2ccccc2C(Nc2ccc3c(c2)OCCO3)N1Cc1ccco1 (stereo not drawn)	8.9	8.8	-0.2	-4.6	-3.6	70.0*	6.2	-7.6	0.6
CC(Sc1nnnn1C)C(=O)Nc1ccc(N2CCOCC2)cc1 (stereo not drawn)	-1.4	39.2	22.1	-2.4	0.5	-0.3	-11.6[fluorescence artefact?]	-4.9	7.8
COC(=O)c1c(C)[nH]c(-c2csc(N)n2)c1C	12.1	-0.4	-1.6	-7.1	·	3.4	3.5	-6.4	-2.2
Cn1cccc1/C=N/n1c(-c2ccc(Cl)cc2Cl)n[nH]c1=S	1.1	2.6	-8.8	10.7	1.7	13.4	0.7	-22.1	0.1
Cc1ccc(CNC(=O)CSCc2ccccc2F)cc1	16.0	8.0	2.4	-2.1	5.6	0.6	-11.1	-1.3	-0.2
COc1ccc(NC(=O)C2CCN(S(=O)(=O)c3cccc4cccnc34)CC2)cc1OC	-0.7	4.1	-4.4	-7.0	-9.8	-1.7	2.7[fluorescence artefact?]	-9.9	1.5
CCOC(=O)C1=C(C)NC(C)=C(C(=O)OCC)C1c1sccc1C	1.8	11.4	-4.9	-0.5	-1.0	-0.4	-1.4	1.7	-1.1
COC(=O)Nc1ccc(S(=O)(=O)N2CCCC(C(=O)NC3CCS(=O)(=O)C3)C2)cc1 (stereo not drawn)	5.6	1.9	2.0	-0.5	-18.4	1.0	-2.3	-11.8	2.3
O=C(NCCCc1ccccc1)c1ccccc1	0.0	6.2	-4.0	-4.1	-3.5	2.0	1.0	-20.9	1.9
O=C(CN1CCCCC1)N1N=C(c2cccs2)CC1c1cccs1 (stereo not drawn)	-14.4	-1.6	-3.7	-2.2	1.3	-0.3	-4.8	-23.2	-0.2
Cc1cccc(NC(=O)CCNC(=O)c2ccco2)c1	1.8	1.7	4.0	2.1	-3.6	0.2	-10.1	-2.6	0.1
CCCOc1cc(CN2CCCCC2)cc(C(C)=O)c1	0.7	4.4	-12.3	0.8	-4.7	-0.2	-3.1	-5.2	-2.1
Clc1ccc(-n2cccc2CN2CCc3c([nH]c4ccccc34)C2c2ccccn2)nc1 (stereo not drawn)	-6.4	7.8	3.8	-2.3	3.1	1.9	-8.9	·	-2.1
O=C(c1ccc(F)cc1)N1CCN(c2cc(N3CCCCC3)c(F)cc2[N+](=O)[O-])CC1	2.1	1.2	-1.4	-3.0	1.1	-1.9	5.9	0.4	-0.6
CCc1ccc(N(C(=O)c2csnn2)C(C(=O)NC(C)(C)CC)c2cccnc2)cc1 (stereo not drawn)	0.6	2.0	-5.0	1.5	3.2	-0.2	-9.6	-33.9	2.0
S=C(Nc1cccc(Cl)c1)Nc1ccccc1Oc1ccccc1	0.6	-4.4	2.0	2.7	-1.6	0.7	-10.0	-1.6	-0.3
CC(=O)Nc1nc(C=C(Cl)Cl)cs1	-2.5	2.9	-5.5	2.5	-2.8	6.2	-5.3	-5.2	-1.3
COc1ccc(O[C@H]2C=C[C@@H](c3ccccc3)O[C@@H]2COC(=O)CC/C(C)=N/OC[C@@H](O)COCc2ccco2)cc1	-2.2	16.2	6.8	-10.6	-3.4	-8.6	-3.4	-9.2	1.4
Cc1nn(-c2ncc(C(F)(F)F)cc2Cl)c(=O)n1-c1cccc(F)c1	19.6	7.4	-1.3	0.8	0.0	0.2	-22.2	1.4	4.4
COc1cc(OC)c(OC)cc1/C=N/N(C)c1ccccc1	-17.3	-3.7	4.2	-3.6	-10.3	-1.3	-14.3	-15.7	2.4
S=C1N[C@H]2CCCC[C@@H]2N1	17.4	12.0	2.3	0.1	3.0	2.3	0.1	2.4	-1.5
Cc1cc(C)n(-c2nnc(N3CCN(c4ccccc4)CC3)nn2)n1	21.4	6.8	-0.2	1.8	-9.6	0.3	-19.4	1.3	-1.3
O=CN1CCN(C(C(=O)NC2CCCC2)c2cc3c(cc2[N+](=O)[O-])OCO3)CC1 (stereo not drawn)	3.0	5.7	-0.5	1.9	-0.9	9.1	-6.8	0.0	1.1
COc1ccc(-c2csc(N(CC3CCCO3)C(=O)c3ccco3)n2)cc1 (stereo not drawn)	0.7	8.6	5.4	-4.4	-2.8	-0.9	8.0	1.1	0.6
O=S(=O)(c1ccc(N2CCN(S(=O)(=O)c3ccccc3)CC2)nc1)N1CCCC1	23.9	4.5	2.1	-2.1	-3.4	-5.7	-2.2	3.4	6.0
O=C(CN1CCN(C(=O)C2COc3ccccc3O2)CC1)Nc1ccc(F)cc1 (stereo not drawn)	6.7	15.1	2.8	1.5	-1.2	3.3	-6.9	-2.1	-1.2
Cc1cccc(NC(=O)N2CCN(Cc3ccc4c(c3)OCO4)CC2)c1C	7.0	2.4	-2.9	-4.1	-3.8	1.2	-12.6	-1.1	2.8
O=C(NCc1ccccc1)C1=C[C@H](c2csc3ccccc23)C[C@H](OCCCCO)O1	-2.5	12.7	7.3	-2.7	5.6	8.6	-1.4	9.5	0.8
CCOC(=O)c1ccc(N=c2scc(C)n2CC)cc1	16.6	12.1	7.9	2.7	1.9	-0.2	-6.0	2.0	-2.3
O=C(COC(=O)c1cc(S(=O)(=O)N2CCOCC2)ccc1O)Nc1cc(S(=O)(=O)N2CCCC2)ccc1Cl	22.9	5.3	-0.4	-0.4	-2.3	0.0	-5.3	-0.4	-1.1
Cc1ccc(N(CC(=O)NC(C)c2ccccc2)S(=O)(=O)c2cccs2)cc1 (stereo not drawn)	2.5	16.6	1.1	-2.2	3.9	1.9	2.9	5.0	2.6
